Screens as filed in PubChem.
IMPase inh: qHTS Assay for Identifying the Cell-Membrane Permeable IMPase Inhibitors; CHO-M1 cells, IP1 accumulation, HTRF TR-FRET ratio; inhibition (IP1 accumulation), % at 46.1 µM; 120,000 tested, under 10 active; AID 901, 2007; active = well fitted curve in the direction sought with a large enough effect in the signal ratio, not every such curve was filed as active; inconclusive = small, poorly fitted or top-dose-only effect, or a change in a side signal; inactive = no such curve, though single readings can be large or run the other way; the % refers to the signal ratio;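 also: cells stimulated with carbachol in lithium chloride buffer; plate controls were DMSO basal wells for no effect and reference inhibitor wells for full effect; higher means more IMPase inhibition seen as more IP1 and lower FRET ratio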
Target sequence (P97697 whole entry, looked up): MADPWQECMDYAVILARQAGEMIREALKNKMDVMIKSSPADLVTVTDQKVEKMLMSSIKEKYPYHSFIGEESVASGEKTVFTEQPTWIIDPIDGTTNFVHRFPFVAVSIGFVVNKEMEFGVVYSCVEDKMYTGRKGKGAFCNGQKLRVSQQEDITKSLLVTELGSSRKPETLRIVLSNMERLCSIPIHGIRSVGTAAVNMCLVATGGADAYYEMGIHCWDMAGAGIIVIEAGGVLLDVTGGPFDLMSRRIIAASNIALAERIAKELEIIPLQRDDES
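Elevated IP1 in lysates lowers TR-FRET signal (665/620 ratio and 620 channel reported). Cells were CHO-M1, given carbachol (50 uM as added) plus 50mM LiCl, pH 7.4, 30 min, 37C; compounds titrated up to 46 uM; AC50 by Hill equation.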
ALOX15B inhib: qHTS Assay for Inhibitors of 15-hLO-2 (15-human lipoxygenase 2). 0.56% of 110,000 active. Potency, µM (highest dose often 57.1 µM), for inactives: at the highest dose activity change, negative = inhibition, actives largely listed as inhibitors. Polyunsaturated fatty acid lipoxygenase ALOX15B (Homo sapiens), O15296. purified 15hLO-2, xylenol orange hydroperoxide absorbance; also: potency is read from the fitted curve at half-maximal effect; nearly all actives have a fitted effect of over 60% in size; many of its hits are not listed in these tables
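Screening format was qHTS against 50 nM purified 15hLO-2 in Hepes pH 7.5 with detergent. Activity follows hydroperoxide formation from 45 uM arachidonic acid, measured as 573:405 nm absorbance ratio of the ferric-xylenol orange complex.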
PNC assembly inh: High Content Assay for Compounds that inhibit the Assembly of the Perinucleolar Compartment. PC3M PTB-GFP, PNC prevalence imaging, 16 h; hits give low values. activity change (PNC), negative = inhibition, % at 10 µM. 3.1% of 140,000 active. AID 2417, 2010;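 active = readout at or below -70, meaning at least 70% loss of cells showing the perinucleolar compartment, a nuclear body marking cancer cells; inconclusive = readout between -30 and a set limit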;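 also: plate controls were DMSO wells for no effect and camptothecin positive control wells for full effect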
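Read-out is percentage of cells bearing a perinucleolar compartment, from automated 20x imaging of fixed, Hoechst-stained PC3M PTB-GFP cells. Cells were seeded 4 h, then exposed 16 h to compound (23 nl of library stock) in duplicate plates.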
12-hLO inh: qHTS Assay for Inhibitors of 12-hLO (12-human lipoxygenase); Potency, µM (highest dose often 57.1 µM), for the others: at the top dose activity change, negative = inhibition, usual class: inhibitors; purified 12-hLO, xylenol orange hydroperoxide absorbance; Polyunsaturated fatty acid lipoxygenase ALOX12 (Homo sapiens), P18054; 0.12% of 150,000 active; AID 1452, 2008; also: potency is read from the fitted curve at half-maximal effect; nearly all actives have a fitted effect of over 55% in size; many of its hits are not listed in these tables
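Purified human 12hLO (150 nM final) was preincubated with compounds for 15 min at room temperature in 25 mM Hepes pH 7.0, 0.01% Triton X-100, then reacted with 40 uM arachidonic acid for 30 min. Hydroperoxide was detected with ferrous iron/xylenol orange.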
* = called active by the depositor; ? = inconclusive; / = no result given; [ ] = remark or other dose. Unless noted, calls follow the shape of the dose curve; as a rule, active = well fitted curve in the direction sought with a large enough effect; inconclusive = small, poorly fitted or top-dose-only effect, or another doubt; inactive = no such curve, though single readings can be large; an effect the other way counts as inactive or inconclusive. Unless noted, % is scaled to controls: 0 for no effect and ±100 for the full control effect. A portion of the library. The share of hits here may be higher or lower than overall.

SMILES	IMPase inh	ALOX15B inhib	PNC assembly inh	12-hLO inh
O=C(C1CC(c2ccccc2O)=NO1)N1CCC2(CC1)OCCO2 (stereo not drawn)	5	3%	8	0%
Cc1cc(OC(=O)c2ccco2)c2c3c(c(=O)oc2c1)CCCC3	14	-3%	30	-7%
CC(=NCCCN1CCOCC1)c1c(O)n(-c2ccccc2C)c(=O)[nH]c1=O	2	-6%	29	3%
Cc1cccc(N2C(=O)/C(=C/N3CCN(C(=O)c4ccco4)CC3)C(=O)NC2=S)c1	-4	12%	?	-20%
O=C1/C(=C\c2cc3c(cc2Br)OCO3)N2CCC1CC2	/	/	?	7%
NC1C[C@H]1c1ccccc1 (stereo partly drawn)	/	-5%	/	-2%
COc1ccc(Cn2c(O)c(C=NCCCn3ccnc3)c(=O)[nH]c2=O)cc1	2	18%	40	-1%
COc1cc(/C=C2\C(=O)NC(=O)N(c3ccccc3)C2=O)cc(OC)c1O	?	12%	18	-5%
CC1=NN(c2ccc(S(=O)(=O)O)cc2C)C(=[OH+])[C@H]1N=Nc1cc(S(=O)(=O)O)ccc1C(=O)O.O.[Cr]	/	-7%[11.4 µM]	/	0%[11.4 µM]
CC(=NCCCn1ccnc1)c1c(O)n(C)c(=O)n(C)c1=O	-3	4%	14	1%
Brc1cccc(-c2ccccc2)c1	/	6%	/	-3%
Cc1cccn2c(=O)c3c(nc12)N1CCc2ccccc2C1C1(C3)C(=O)NC(=O)N(C)C1=O (stereo not drawn)	0	-12%	28	-1%
COc1ccc(CCNCc2ccccn2)cc1OC	-3	9%	24	-5%
COc1ccc(CC(=O)N2CCN(C)CC2)cc1	-11	-3%	?	-7%
COc1ccccc1-n1c(CNCC2CCCO2)nc2ccccc2c1=O (stereo not drawn)	/	/	12	-1%
COc1ccc(-n2c(O)c(C(C)=NCCCn3ccnc3)c(=O)[nH]c2=O)cc1	15	-1%	59	6%
OCCN1C2CCC1CC(O)(c1ccc(F)cc1)C2 (stereo not drawn)	5	8%	-1	2%
CCCCN1C(=O)NC(=O)C2(Cc3cc(C)ccc3N(C)C2)C1=O (stereo not drawn)	-11	-5%	?	-1%

No new results follow: entries from further up.
SMILES	IMPase inh	ALOX15B inhib	PNC assembly inh	12-hLO inh
Cc1cc(OC(=O)c2ccco2)c2c3c(c(=O)oc2c1)CCCC3	14	-3%	30	-7%
CC(=NCCCN1CCOCC1)c1c(O)n(-c2ccccc2C)c(=O)[nH]c1=O	2	-6%	29	3%
Cc1cccc(N2C(=O)/C(=C/N3CCN(C(=O)c4ccco4)CC3)C(=O)NC2=S)c1	-4	12%	?	-20%
O=C1/C(=C\c2cc3c(cc2Br)OCO3)N2CCC1CC2	/	/	?	7%
NC1C[C@H]1c1ccccc1 (stereo partly drawn)	/	-5%	/	-2%
COc1ccc(Cn2c(O)c(C=NCCCn3ccnc3)c(=O)[nH]c2=O)cc1	2	18%	40	-1%
COc1cc(/C=C2\C(=O)NC(=O)N(c3ccccc3)C2=O)cc(OC)c1O	?	12%	18	-5%
CC1=NN(c2ccc(S(=O)(=O)O)cc2C)C(=[OH+])[C@H]1N=Nc1cc(S(=O)(=O)O)ccc1C(=O)O.O.[Cr]	/	-7%[11.4 µM]	/	0%[11.4 µM]
CC(=NCCCn1ccnc1)c1c(O)n(C)c(=O)n(C)c1=O	-3	4%	14	1%
Brc1cccc(-c2ccccc2)c1	/	6%	/	-3%
Cc1cccn2c(=O)c3c(nc12)N1CCc2ccccc2C1C1(C3)C(=O)NC(=O)N(C)C1=O (stereo not drawn)	0	-12%	28	-1%
COc1ccc(CCNCc2ccccn2)cc1OC	-3	9%	24	-5%
COc1ccc(CC(=O)N2CCN(C)CC2)cc1	-11	-3%	?	-7%
COc1ccccc1-n1c(CNCC2CCCO2)nc2ccccc2c1=O (stereo not drawn)	/	/	12	-1%
COc1ccc(-n2c(O)c(C(C)=NCCCn3ccnc3)c(=O)[nH]c2=O)cc1	15	-1%	59	6%
